# Compound activity from PubChem BioAssay.
# CHRM1 antagonist: antagonists of human M1 muscarinic receptor; inhibition, % at 3 µM; CHO-K1 hM1, Fluo-8 calcium fluorescence, ACh EC80 antagonist; P11229; AID 588852; 360,000 compounds, 1.3% hits;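 active = percent inhibition above its own plate's cutoff, namely the mean of that plate's compound wells plus 3 SD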;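 also: peak over basal fluorescence ratio during 140 s after agonist addition; 0% = ACh EC80 plus DMSO and 100% = DMSO alone without agonist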
# Target sequence (P11229 whole entry, looked up): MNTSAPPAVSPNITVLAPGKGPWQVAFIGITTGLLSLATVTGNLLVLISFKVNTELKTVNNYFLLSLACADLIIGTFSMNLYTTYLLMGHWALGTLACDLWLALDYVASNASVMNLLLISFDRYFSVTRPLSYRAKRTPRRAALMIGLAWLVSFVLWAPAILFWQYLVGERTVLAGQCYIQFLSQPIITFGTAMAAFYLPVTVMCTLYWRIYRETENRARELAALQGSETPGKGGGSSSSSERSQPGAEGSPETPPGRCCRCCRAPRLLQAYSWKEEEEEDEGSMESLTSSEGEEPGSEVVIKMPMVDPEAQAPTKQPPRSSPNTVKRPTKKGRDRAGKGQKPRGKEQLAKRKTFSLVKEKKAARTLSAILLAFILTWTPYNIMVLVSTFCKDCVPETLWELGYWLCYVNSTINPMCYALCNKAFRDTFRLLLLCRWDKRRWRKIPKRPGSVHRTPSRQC
# CHO parental Ca: signal in parental CHO cells, OX1R antagonist counter-screen | inhibition, % at 5.6 µM | parental CHO-K1, ATP-induced calcium, Fluo-8 fluorescence | AID 463079 | 330,000 compounds, 0.63% hits;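 active = inhibition above that plate's mean sample inhibition plus 3 SD, cut at about 26% in these data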;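 also: 0% = ATP-challenged DMSO wells and 100% = DMSO wells without ATP; some compounds past the cut are filed as inactive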
#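 Assay system – parental CHO cells · Reagent – ATP stimulus · Detection – intracellular calcium via Fluo-8 no-wash fluorescent dye · Evaluation – percent inhibition of ATP-evoked calcium rise, normalized to controls · Controls – ATP wells versus no-ATP DMSO wells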
# CHO-K1 Ca PAM: counter-screen for M1 PAMs: effect in parental CHO-K1 cells; 360,000 compounds, 0.02% hits; activation, % at 3 µM; ATP EC20, Fluo-8 calcium fluorescence; 0% at ATP EC20, 100% at ATP max;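 active = activation above the run cutoff, the mean activation of all test compounds plus 3 SD, cut at about 40% in these data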;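 also: peak over basal fluorescence ratio in a 140 s read after ATP addition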
# TAAR1 antagonist: human TAAR1 antagonism; Q96RJ0; CHO RD-HGA16 TAAR1, Fluo-8 calcium fluorescence, antagonist; 360,000 compounds, 1.5% hits; inhibition, % at 3 µM;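 active = inhibition above a per-plate cutoff, the mean inhibition of test compounds on that plate plus 3 SD, cut at about 49% in these data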;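 also: 0% = DMSO plus EC80 beta-PEA response and 100% = DMSO alone without agonist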
#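 Material: CHO RD-HGA16 cells bearing hTAAR1; compound dosing: one-point dosing, 3 µM nominal final; schedule: dye loading 75 min at 37 °C, then 30 min room temperature; measured by: calcium fluorescence with Fluo-8; control set: vehicle and agonist controls; replication: n of 1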
# CHRM1 agonist: activates human CHRM1 receptor; AID 588814; activation, % at 3 µM; CHO-K1 hM1, Fluo-8 calcium fluorescence, agonist mode; 0% DMSO, 100% acetylcholine EC100; P11229; 360,000 compounds, 0.33% hits;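 active = activation above the run's mean compound activation plus 3 SD, cut at about 16% in these data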;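 also: peak over basal fluorescence ratio within a 140 s kinetic read after compound addition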
# CHO-K1 Ca antag: nonselective inhibitor or artifact in parental CHO-K1 cells; AID 602250; ATP-induced calcium, Fluo-8 fluorescence; 360,000 compounds, 0.6% hits; inhibition, % at 3 µM;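 active = inhibition above a per-plate cutoff, the plate's mean sample inhibition plus 3 SD, cut at about 24% in these data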;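 also: 0% = DMSO plus EC80 ATP and 100% = DMSO alone without ATP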
# TAAR1 ag: agonists of human TAAR1; Q96RJ0; CHO RD-HGA16 TAAR1, Fluo-8 calcium fluorescence; vehicle wells 0%, saturating PEA agonist 100%; activation, % at 3 µM; 360,000 compounds, 0.99% hits;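 active = activation above the mean activation of all test compounds in the run plus 3 SD, cut at about 38% in these data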
#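 System: CHO RD-HGA16 cells carrying human TAAR1 plus Gα16; Incubation: 17-24 h seeding, 75 min 37 °C dye, 30 min RT; Measured by: Fluo-8 fluorescence, 5 s baseline then 140 s kinetic read; Control set: DMSO and PEA EC100; Replication: single well for each compound.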
# M1 ag parental: nonselective activator or artifact in parental CHO-K1 cells; Fluo-8 calcium fluorescence; scaled to maximal ATP response, vehicle zero; AID 602248; 360,000 compounds, 0.48% hits; activation, % at 3 µM; in the data active = activation above about 15%;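 also: untransfected CHO-K1 host cells lacking M1 receptor as counterscreen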
# OXTR potentiator: potentiates the human oxytocin receptor response. CHO-OTR cells, Fluo-8 calcium fluorescence, potentiator mode; 0% = oxytocin EC15, 100% = EC100. activation, % at 3 µM. 320,000 compounds, 0.061% hits;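 active = activation above that plate's cutoff, the mean activation of tested compounds plus 3 SD, cut at about 6.6% in these data, passing the limit was not always enough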;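 also: 100% uses oxytocin at 75 nM as the full agonist control; some results filed as inactive read as strong as hits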
# Target sequence (P30559 whole entry, looked up): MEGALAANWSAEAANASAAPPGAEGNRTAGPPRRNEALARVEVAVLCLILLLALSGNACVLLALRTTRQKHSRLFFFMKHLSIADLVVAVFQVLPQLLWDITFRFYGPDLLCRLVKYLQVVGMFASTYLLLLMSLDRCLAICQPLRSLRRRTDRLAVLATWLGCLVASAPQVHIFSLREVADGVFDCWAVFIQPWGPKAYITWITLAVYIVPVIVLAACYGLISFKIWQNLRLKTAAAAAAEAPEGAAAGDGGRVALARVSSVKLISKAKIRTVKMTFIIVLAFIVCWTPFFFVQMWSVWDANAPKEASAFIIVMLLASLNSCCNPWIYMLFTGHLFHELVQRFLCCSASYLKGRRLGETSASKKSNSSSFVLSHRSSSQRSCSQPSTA
#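 assay system = CHO-OTR cells, human receptor | schedule = compound 6 min at room temperature before oxytocin, 100 s read | detection = Fluo-8 intracellular calcium fluorescence, ex 470-495, em 515-575 nm | evaluation = normalized max/min fluorescence ratio, % activation | control set = EC15 oxytocin alone as 0%, 75 nM oxytocin (EC100) as 100%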
# An asterisk follows results filed as active; · = no result given. Compounds as they come; 4.2% or so of the library scored in one or more.
SMILES,CHO-K1 Ca antag,OXTR potentiator,CHO-K1 Ca PAM,CHO parental Ca,TAAR1 ag,CHRM1 agonist,M1 ag parental,TAAR1 antagonist,CHRM1 antagonist
CC(C)C(c1nnnn1Cc1ccc(F)cc1)N1CCN(C(=O)c2ccco2)CC1 (stereo not drawn),-9,-2,15,-10,7,0,3.1,-6,-36
Cc1cccc(N2CCN(C(=O)COc3cc(=O)n(C)c4ccccc34)CC2)c1C,11,-4,0,-9,10,-2,2.5,9,10
O=C(NNc1nc2cc3c(cc2s1)OCCO3)c1ccc(F)cc1,-15,-3,15,-17,0,-2,0.5,21,-17
COc1cccc(NC(=S)NC(C)c2ccc(OC)c(OC)c2)c1 (stereo not drawn),-8,-9,-3,-11,8,-4,2.4,2,-4
Cc1csc(SCC(=O)NC(=O)C2CCCCC2)n1,-6,-4,-3,-11,7,-3,0.9,-22,0
CC(C)(C)c1ccc(CCC2OCC(CN3CCOCC3)O2)cc1 (stereo not drawn),-3,-3,8,-9,-1,-3,1.5,-12,-5
Cc1c(C(=O)N2CCCCC2)c(S(=O)(=O)NCc2ccc(Cl)cc2)c(C)n1C,12,-5,-8,-12,1,-3,4.4,-28,-8
CC(NS(=O)(=O)/C=C/c1ccccc1)C(=O)O (stereo not drawn),-12,-6,8,-8,0,-5,4.4,-16,4
O=C(O)CSc1sc(=S)sc1SCC(=O)O,-1,1,13,-13,0,-4,0.1,7,-3
CNC(=O)C1=C(C)NC(=S)NC1c1cc2c(cc1OC)CCCC2 (stereo not drawn),-8,-8,15,-19,0,-3,0.5,-6,-3
COc1ccc2cc(/C=N/NC(=O)CSCc3ccc([N+](=O)[O-])cc3)c(Cl)nc2c1,-14,-12,-4,-2,10,-5,1.0,16,7
CCc1cc2c3c(c(=O)oc2cc1OCC(=O)OC)CCCC3,-2,1,14,-26,5,-8,1.1,-21,11
CCOC(=O)c1ccc(NC(=O)NC2=NCCS2)cc1,-5,·,17,·,5,2,0.6,-16,-16
CCOC(=O)N1CCN(C2CC(=O)N(c3ccccc3)C2=O)CC1 (stereo not drawn),-15,3,10,-12,5,3,0.4,2,-6
Cn1c(=S)[nH]c2ccccc21,-4,-3,21,-6,13,-3,0.3,9,-11
Oc1ccc(C=Nc2ccccc2-c2nc3ccccc3[nH]2)c(O)c1,-13,-2,28,-9,0,-7,5.0,0,6
Cc1ccccc1NC(=O)c1ccc(NS(=O)(=O)c2cc(C(C)(C)C)cc(C)c2C)cc1,-1,-8,13,-42,2,-1,0.9,-17,1
O=C(Nc1ccc(N2CCCC2)cc1)c1cc(Cl)ccc1Cl,-3,-1,1,-17,-2,-9,0.0,4,36*
Cc1cccc(C(=O)OCC(=O)NC(=O)NCc2ccccc2)c1,5,3,-3,-1,11,0,-0.7,-6,-12
c1ccc(-n2ncc3c(N4CCN(CCOc5cccc6ccccc56)CC4)ncnc32)cc1,1,-14,-25,-20,1,-3,-0.1,5,-1
CCCCCC(=O)NC(NC(=S)N1CCOCC1)C(Cl)(Cl)Cl (stereo not drawn),4,-24,14,-7,3,-1,1.7,6,-5
CCC1CSC(=Nc2ccc(C)cc2)N1C(=O)CN1C(=O)NC2(CCCC2)C1=O (stereo not drawn),-3,-3,14,-24,-1,-6,0.2,-16,6
COC(=O)c1ccccc1N=Nc1c(C)noc1C,-18,-6,16,-6,-1,-3,0.5,-24,-3
CC(=O)c1ccc(NC(=O)CN2C(=O)NC(C)(C3CCCCC3)C2=O)cc1 (stereo not drawn),2,-7,-1,9,4,-3,7.9,-7,4
O=C(O)c1ccc(CSc2nnc(-c3ccncc3)n2CC2CCCO2)cc1 (stereo not drawn),2,-1,8,0,9,2,-0.5,11,-12
COc1ccc(CCC(=O)N2CCN(S(=O)(=O)c3cccs3)CC2)cc1,7,·,3,·,1,-5,0.9,-10,-11
CCN(CC)S(=O)(=O)c1ccc(C(=O)NCC2CCCCC2)cc1,5,-6,5,-10,-3,-9,2.8,10,-11
Cc1ccc(NC(=S)NC2CCSc3ccccc32)cc1 (stereo not drawn),-1,-12,-9,23,-3,-12,6.6,19,79*
CC(C)N(Cc1nc(-c2ccccc2)no1)C(=O)C1CCCCC1,-13,-5,23,-24,6,-7,-0.1,-21,-11
O=C(CSc1nnc(CNC(=O)c2ccccc2F)o1)c1ccccc1,-9,-16,14,-12,2,0,1.9,-9,-16

# 2 compounds drawn at random from those above, as already listed:
SMILES,CHO-K1 Ca antag,OXTR potentiator,CHO-K1 Ca PAM,CHO parental Ca,TAAR1 ag,CHRM1 agonist,M1 ag parental,TAAR1 antagonist,CHRM1 antagonist
COC(=O)c1ccccc1N=Nc1c(C)noc1C,-18,-6,16,-6,-1,-3,0.5,-24,-3
COc1cccc(NC(=S)NC(C)c2ccc(OC)c(OC)c2)c1 (stereo not drawn),-8,-9,-3,-11,8,-4,2.4,2,-4

# Remaining list, next part.
SMILES,CHO-K1 Ca antag,OXTR potentiator,CHO-K1 Ca PAM,CHO parental Ca,TAAR1 ag,CHRM1 agonist,M1 ag parental,TAAR1 antagonist,CHRM1 antagonist
CCC(C)(C)NC(=O)C(c1ccc(OC)cc1)N(Cc1ccco1)C(=O)CCC(=O)Nc1cc(C)on1 (stereo not drawn),2,-10,7,-40,5,-5,-0.6,19,2
COc1cccc(-c2nn(C)c3sc(C(=O)Nc4ccc5c(c4)OCCO5)cc23)c1,0,-11,9,3,·,-7,0.2,·,-17
CCCOC(=O)c1cccc(Nc2nc(-c3cccnc3)nc3ccccc23)c1,1,-7,7,3,11,-5,3.8,62*,34*
CCCS(=O)(=O)c1nc(S(=O)(=O)c2ccc(C)cc2)c(N2CCOCC2)s1,-13,-3,20,-30,-1,-4,0.6,4,-16
CCOC(=O)[C@H]1[C@H]2COc3ccc(C)cc3[C@@H]2N2C(=O)CN(Cc3ccc(C)cc3)C(=O)[C@@]12C,-4,1,1,-24,7,-5,-0.1,-6,-12
COc1ccc2c(c1)CC(=O)NC=C2,-16,-11,21,3,6,-3,1.5,-15,-4
CN=c1scc(C)n1/N=C/c1cc(Br)c(O)c(Br)c1,-12,1,29,1,1,-6,0.2,-17,-6
CC1(C)C(C=C(Cl)Cl)C1C(=O)Nc1ccc([N+](=O)[O-])cc1 (stereo not drawn),·,-11,·,50*,16,·,·,43,·
CC(C)CC(NC(=O)c1ccc(C#CC(C)(C)O)s1)C(=O)O (stereo not drawn),-9,-14,15,7,1,-7,-0.1,0,-9
Cc1cc(C)n(-c2nc(NCCN(C)C)c3c4c(sc3n2)COC(C)(C)C4)n1,-3,-4,28,-18,3,-8,2.1,-4,-15
CCc1ccccc1NC(=O)c1cc(-c2ccc(OC)cc2)on1,-14,-5,6,-3,1,-5,1.3,5,-15
Cc1cccn2cc(CSc3ccccc3N)nc12,-10,2,23,-13,9,-8,0.4,18,6
O=c1cc(-c2ccccc2)c2ccc(O)cc2o1,-7,-3,1,1,-1,1,2.8,6,-11
N#CC1=C(S)N(c2ccc(F)cc2)C(c2cccs2)NC1=O (stereo not drawn),-6,·,18,·,3,-3,0.3,-27,-6
CCOC(=O)C1CCN(C(=O)CN(c2ccc3c(c2)OCCO3)S(=O)(=O)c2ccccc2)CC1,-11,-6,9,-26,3,-1,0.2,14,-24
COc1ccc(CCNC(=O)Cn2c(=O)n(-c3cc(F)ccc3F)c(=O)c3sccc32)cc1OC,0,-3,11,-10,-2,-2,-0.2,-84,-20
O=C(O)c1cc(S(=O)(=O)N(Cc2ccccc2)c2ccccc2)ccc1Cl,-17,-8,-5,-5,3,-3,0.7,-7,-9
O=C(O)c1cscc1-c1cccc2ccccc12,2,·,24,·,0,-3,-0.1,-20,-4
O=C(NC(=O)c1ccccc1O)c1ccc(C(F)(F)F)cc1,-13,-21,17,6,12,1,1.4,-7,-12
CC(C)(C)NC(=O)CSc1nnc(CN2CCCCCC2=O)n1-c1ccccn1,8,-16,-2,7,7,4,0.0,17,-9
CC(C)NC(=O)N(C)C[C@@H]1OCc2ccccc2-c2c(n(C)c3ccccc23)C(=O)N([C@@H](C)CO)C[C@@H]1C,-4,·,-5,·,4,-5,-0.1,-8,-17
CNc1c(C(=O)O)ccc2c1C(=O)c1ccccc1C2=O,19,-8,-12,-3,3,-10,-0.6,-6,6
COc1c(C)cccc1C(=O)Nc1cc(Cl)ccc1N1CCOCC1,-11,1,12,-22,7,-5,0.8,10,-10
Cc1ccc2nc(-c3ccc(C#N)cc3)c(Cc3ccccc3C(F)(F)F)n2c1,-19,·,15,·,1,-5,1.1,-38,-19
COc1cc(C2c3[nH]c4ccccc4c3CC3COC(=O)N32)cc(OC)c1O (stereo not drawn),-12,·,10,·,4,0,2.0,0,-26
Cn1c2ccccc2c2nnc(SCC(=O)NC3CC3)nc21,-2,-7,-1,-6,2,-7,0.2,-7,-1
Cc1ccc(S(=O)(=O)n2cccc2C)cc1,-12,2,4,-19,-2,-8,0.0,-11,18
COc1ccc2cc(/C=C3\SC(=S)NC3=O)c(N3CCOCC3)nc2c1,-9,-16,14,-11,4,-3,4.3,53*,5
COC(=O)c1cc(NCc2cccs2)ccc1N1CCOCC1,-9,-4,17,-5,12,-2,0.7,13,-18
Cc1cccc(N(Cc2ccccc2)C(=O)Cc2ccc(S(=O)(=O)N3CCOCC3)s2)c1,-1,-9,-1,3,0,-5,2.7,43,2

# Next entries follow:
SMILES,CHO-K1 Ca antag,OXTR potentiator,CHO-K1 Ca PAM,CHO parental Ca,TAAR1 ag,CHRM1 agonist,M1 ag parental,TAAR1 antagonist,CHRM1 antagonist
Cc1ccc2c(c1)N(CC(=O)Nc1ccc3c(c1)OCCO3)C(=O)CO2,-33,-3,10,-3,5,-1,3.1,17,8
Cc1cc(C)n2c(=O)[nH]nc2c1,-10,·,8,·,1,-3,0.0,6,-6
COC(=O)c1c(C(C)=O)c(C)n(C)c1C,-12,-3,11,-2,8,-4,1.9,-33,-12
Nc1nonc1C(=O)NCCNCc1ccccc1OCc1ccc(F)cc1,-32,-11,13,-19,12,-3,7.6,-13,-4
Cc1c(CCC(=O)O)c(=O)oc2cc(OCc3cccc(F)c3)ccc12,-8,-6,5,5,1,0,1.4,3,-16
COc1ccc(N(CC(O)CN2C(=O)NC(C)(C)C2=O)S(=O)(=O)c2ccc(C)cc2)cc1 (stereo not drawn),-2,-8,15,-10,5,-6,0.6,4,-9
COCCNc1nc(-c2cc(C)c(C)cc2C)cs1,-6,-5,13,-15,10,-3,1.1,-13,2
